SF1 activator – activates the human nuclear receptor SF-1. Q13285. CHO-K1 Gal4-SF-1 LBD luciferase reporter; % increase over DMSO SF-1-specific signal. activation, % at 10 µM. 65,000 tested, 1.9% active. AID 522;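 active means activation above the mean activation of all tested compounds plus 3 SD, cut at about 50% in these data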
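Test system: CHO-K1 cells co-transfected with Gal4 DBD–human SF-1 LBD, 5xGal4 luciferase reporter. Quantity: 4,000 cells per well. Compound: 10 µM only. Incubation: compound added 1 h post-seeding, 20 h exposure at 37 °C, 5% CO2. Detection: SteadyLite luciferase luminescence. Replication: one test per compound.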
HTR1E agonist – agonists of human 5-HT1E serotonin receptor. P28566. CHO 5-HT1E Ga15 NFAT-bla reporter, FRET; 0% DMSO wells, 100% control agonist wells. activation, % at 6 µM. 65,000 tested, 0.69% active. AID 574;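 active means activation above a set limit, the screen-wide mean activation plus 3 SD, cut at about 8.5% in these data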;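 further: 100% = positive control agonist at 1 µM giving full maximal response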
Target sequence (P28566 whole entry, looked up): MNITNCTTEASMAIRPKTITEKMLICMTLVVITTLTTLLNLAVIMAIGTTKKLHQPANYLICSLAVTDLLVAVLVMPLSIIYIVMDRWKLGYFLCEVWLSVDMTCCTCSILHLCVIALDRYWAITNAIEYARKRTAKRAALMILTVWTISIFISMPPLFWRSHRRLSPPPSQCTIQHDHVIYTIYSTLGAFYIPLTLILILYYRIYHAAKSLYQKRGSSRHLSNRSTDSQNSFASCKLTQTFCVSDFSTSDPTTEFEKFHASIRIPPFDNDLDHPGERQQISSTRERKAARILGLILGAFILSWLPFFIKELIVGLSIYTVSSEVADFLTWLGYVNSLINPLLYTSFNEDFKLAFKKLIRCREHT
RORa activator – activates the human nuclear receptor RORA | activation, % at 10 µM | P35398 | 65,000 tested, 1.5% active | AID 560 | CHO-K1 Gal4-RORA LBD luciferase reporter, luminescence; percent increase over mock-subtracted basal signal;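 active means activation above the mean of all tested compounds plus 3 SD, cut at about 49% in these data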;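 further: 0% = DMSO-treated RORA cells and 100% = added signal equal to DMSO minus mock-transfected cells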
tolC growth inh – growth inhibitors of E. coli BW25113 tolC mutant | OD615 | growth inhibition, % at 10 µM (by protocol) | 65,000 tested, 2.2% active | AID 573;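 active means growth inhibition at or above a cutoff equal to the mean over every tested compound plus 3 SD, cut at about 60% in these data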;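 further: growth measured after 20 h incubation at 37 °C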
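Test system: tolC-deleted E. coli BW25113; medium: LB with kanamycin 50 µg/mL; compound: single-point testing at 10 µM; incubation: 20 h compound exposure of bacteria at 37 °C; signal: OD at 615 nm; evaluation: growth inhibition in percent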
HTR1E antagonist – blocks the human 5-HT1E serotonin receptor; P28566; CHO 5-HT1E Ga15 NFAT-bla reporter, FRET, antagonist; inhibition, % at 6 µM; 65,000 tested, 0.99% active; AID 571;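 active means inhibition above a set limit, the mean inhibition across every tested compound plus 3 SD, cut at about 29% in these data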;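 further: signal is the 460 over 535 nm emission ratio of beta-lactamase substrate; 0% = agonist plus DMSO wells and 100% = wells without agonist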
S1P1 ag pot – S1P1 (human) agonism or agonism potentiation; P21453; S1P1 CRE-bla cells, forskolin, beta-lactamase FRET, potentiator mode; S1P1 agonist co-added at EC20, 2 nM; 100% = saturating reference agonist, 0% = basal; activation, % at 9.5 µM; 56,000 tested, 0.57% active; AID 449;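 active means activation above a cutoff set at the mean activation of all tested compounds plus 3 SD, cut at about 54% in these data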;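 further: forskolin at 4 µM as EC80 and the EC20 agonist is SEW2871; 100% = SEW2871 at its EC100 plus forskolin at EC80; some compounds past the cut are filed as inactive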
Target sequence (P21453 whole entry, looked up): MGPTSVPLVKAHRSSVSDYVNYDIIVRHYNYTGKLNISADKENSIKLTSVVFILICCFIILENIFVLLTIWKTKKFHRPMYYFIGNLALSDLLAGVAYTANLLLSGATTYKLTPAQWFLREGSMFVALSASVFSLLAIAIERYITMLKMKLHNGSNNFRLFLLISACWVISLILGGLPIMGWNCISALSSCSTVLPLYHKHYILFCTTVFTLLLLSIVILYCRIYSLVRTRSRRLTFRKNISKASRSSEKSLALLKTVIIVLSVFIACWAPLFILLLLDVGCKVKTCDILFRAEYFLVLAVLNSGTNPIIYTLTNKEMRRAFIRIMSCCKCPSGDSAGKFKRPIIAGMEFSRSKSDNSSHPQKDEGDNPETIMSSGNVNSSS
AP ELISA ortho – orthogonal test for alternative complement pathway inhibitors; AID 1235; inhibition, % at 5 µM; Human serum alternative complement pathway, LPS-coated ELISA, C3 deposition; tested in compound mixtures; 62,000 tested, 0.08% active;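 active means inhibition above 30% in each of the two pooled mixtures holding the compound, so the lower value exceeds 30%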;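 further: 0% = serum in Mg-EGTA without compound and 100% = EDTA serum blank; some compounds past the cut are filed as inactive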
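Test system – human serum alternative complement pathway, C3 deposition on LPS-coated wells · Buffer or medium – diluted human serum in Mg2+-EGTA GVB++ · Compound dosing – 5 µM each compound, pools of ten, 50 µM per pool · Schedule – 1 h serum-compound exposure at 37 °C · Measured by – Anti-C3 ELISA, OD 450 nm · Read-out basis – percent inhibition of C3 deposition onto LPS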
5HT1a antag – 5-HT1a (human) receptor antagonism; P08908; CHO 5-HT1a Ga15 NFAT-bla reporter, antagonist mode; inhibition, % at 10 µM; 62,000 tested, 0.68% active;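 active means inhibition above the mean of all tested compounds plus 3 SD, cut at about 43% in these data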;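 further: receptor stimulated by 5-CT agonist at 100 nM near EC80; beta-lactamase reporter measured by ratiometric fluorescence of a cleavable substrate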
S1P3 agonist – activates the human S1P3 receptor; 60,000 tested, 0.1% active; AID 373; activation, % at 4.5 µM; S1P3 NFAT-BLA reporter cells, agonism, FRET ratio; relative to 1 µM S1P, basal subtracted;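 active means activation above the screen-wide mean plus 3 SD, cut at about 4.5% in these data, passing the limit was not always enough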; further: some compounds called inactive have numbers as strong as hits
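Benchmarks: high control 1 µM S1P / System: stable CHO line with human S1P3, Gα16, NFAT-BLA reporter / Dosing: single compound concentration, 4.5 µM final / Timing: 4 h compound at 37 °C, 2 h substrate at RT / Measured by: FRET β-lactamase substrate fluorescence, excitation 405 nm, 460/535 nm emission ratio, background-subtracted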
An asterisk follows results filed as active; . = no result given. No enrichment for hits, and some 7.1% of all compounds hit somewhere here.

Under each structure – RORa activator, HTR1E agonist, SF1 activator, HTR1E antagonist, tolC growth inh, 5HT1a antag, S1P1 ag pot, AP ELISA ortho, S1P3 agonist
1. O=C(NCc1ccccc1)c1ccc(/C=N/O)nc1
  -3, 0.8, -11, -16, -1, -4, -13, 11, 0.8
2. COC(=O)c1nc2cc(C)ccn2c1F
  -4, 0.3, 35, -10, -10, 1, 18, -2, -0.6
3. CCS(=O)(=O)c1ccc(O)c(NC(=O)c2cc(OC)c(OC)c(OC)c2)c1
  6, -0.7, -27, 5, 5, -11, -19, 5, -0.9
4. COc1ccc(CNC(=O)C2CCCN2S(=O)(=O)c2ccccc2)cc1 (centres undefined)
  -12, -0.3, 7, -3, -7, -14, -12, 13, 0.0
5. Cc1c(C(=O)OC(C)CCN(C)C)oc2ccccc12 (centres undefined)
  14, 0.6, 9, 6, 4, 4, 8, -13, -1.4
6. O=C(Nc1cccc(S(=O)(=O)c2cccc(NC(=O)C3CC3)c2)c1)C1CC1
  1, 0.3, -15, -8, 94*, -2, 30, 7, 0.0
7. Cc1oc(C(=O)O)cc1CSCc1cc(C(=O)O)c(C)o1
  22, -0.1, 10, 4, -20, -4, -20, 8, -0.8
8. COc1cc(CNC2CCC(C)C2)cc(OC)c1 (centres undefined)
  -9, -0.5, -6, 10, -17, 13, ., 12, -0.5
9. O=C(NC1CC2CCCC(C1)N2C(=O)N1CCCCC1)C1CCCCC1 (centres undefined)
  -15, -0.1, 4, 5, -9, -2, 10, -18, 0.6
10. O=C(c1ccco1)N1CCN(c2nc3ccccc3n3nnnc23)CC1
  45, 0.7, 8, -1, 14, -5, -38, 9, -0.3
11. Oc1ccc2[nH]ccc2c1
  -34, 0.8, -12, -5, -12, 5, -1, 7, -0.7
12. O=C(Nc1cnc2ccccc2c1)c1ccco1
  -9, -0.1, 24, -3, -9, 13, 6, ., -0.2
13. O=C(CSc1nc2c(cnn2-c2ccccc2)c(=O)[nH]1)c1ccc(Cl)cc1
  4, -0.7, -7, 6, 16, -8, 16, 6, -0.8
14. Cc1c(C(=O)NCc2cccnc2)sc2ncn(CC(=O)N3CCCCC3C)c(=O)c12 (centres undefined)
  -10, 1.2, -12, 9, -20, -2, -8, 16, -0.5
15. CCCn1cc(SCC(=O)Nc2nnc(C)s2)c2ccccc21
  5, -0.2, -13, -5, -10, 1, -14, 30, -0.6

Five entries already listed, arranged by formula weight, smallest number first.
Under each structure – RORa activator, HTR1E agonist, SF1 activator, HTR1E antagonist, tolC growth inh, 5HT1a antag, S1P1 ag pot, AP ELISA ortho, S1P3 agonist
2. COC(=O)c1nc2cc(C)ccn2c1F
  -4, 0.3, 35, -10, -10, 1, 18, -2, -0.6
7. Cc1oc(C(=O)O)cc1CSCc1cc(C(=O)O)c(C)o1
  22, -0.1, 10, 4, -20, -4, -20, 8, -0.8
15. CCCn1cc(SCC(=O)Nc2nnc(C)s2)c2ccccc21
  5, -0.2, -13, -5, -10, 1, -14, 30, -0.6
10. O=C(c1ccco1)N1CCN(c2nc3ccccc3n3nnnc23)CC1
  45, 0.7, 8, -1, 14, -5, -38, 9, -0.3
4. COc1ccc(CNC(=O)C2CCCN2S(=O)(=O)c2ccccc2)cc1 (centres undefined)
  -12, -0.3, 7, -3, -7, -14, -12, 13, 0.0

Remaining list, next part:
Under each structure – RORa activator, HTR1E agonist, SF1 activator, HTR1E antagonist, tolC growth inh, 5HT1a antag, S1P1 ag pot, AP ELISA ortho, S1P3 agonist
16. CCN(CC)S(=O)(=O)c1ccc2c(c1)nc(SCc1nc3ccsc3c(=O)[nH]1)n2CC
  -7, -0.1, 3, 3, 19, -5, -27, 22, -1.0
17. O=C(NCCCN1CCN(Cc2ccccc2)CC1)c1nnc(Cc2c(F)cccc2Cl)o1
  33, 0.1, -11, 4, -4, 14, 3, 23, -1.5
18. COc1ccccc1OCC(=O)Nc1ccc(S(=O)(=O)Nc2cc(C)nc(C)n2)cc1
  -16, 0.4, 0, -1, 6, ., 7, 10, -4.8
19. CSc1nc2nc(C)cc(-c3ccccc3)n2n1
  1, -0.8, -1, 8, -6, 6, -2, -14, -1.3
20. N#CC1=C(N)OC2=C(C(=O)CCC2)C1c1ccncc1 (centres undefined)
  8, -0.2, 2, 8, -12, -5, 11, -3, -1.5
21. COCCNC(=O)Cn1c(=O)n(Cc2ccc(C(=O)NCc3ccco3)cc2)c(=O)c2ccccc21
  -29, -2.3, -14, 4, -18, -7, -1, 18, -0.5
22. O=S(=O)(Cc1ccccc1)N1CCCC1
  9, -0.1, 6, 0, -8, 11, -11, -4, -1.1
23. CCN(CC)S(=O)(=O)c1ccc(F)cc1
  -9, -0.6, -13, -7, -7, 4, -1, 6, -0.4
24. COc1cc(NC(=O)COc2ccc(F)cc2)nc(OC)n1
  4, -0.3, -5, 10, -9, 3, ., 15, -0.6
25. COc1cc(C)c(C(C)C)cc1S(=O)(=O)N1CCOCC1
  -3, -0.2, -6, -1, 11, -14, -1, 9, 0.0
26. Cc1csc(NC(=O)CSc2ncnc3c2cnn3-c2ccccc2Cl)n1
  2, 0.3, -7, 8, 61*, 0, 48, 0, -1.4
27. CCOC(=O)c1cnc(SC2CCc3ccccc3C2=O)nc1N (centres undefined)
  41, -0.8, 18, -4, 22, 4, -11, 15, -0.8
28. CCOC(=O)C1=C(C)N=C2SC(CC)C(=O)N2C1c1cccc(F)c1 (centres undefined)
  9, 0.3, -12, -2, -1, 1, -8, 3, 0.8
29. Cc1occc1C(=O)Nc1cc(=O)n(C)c(=O)n1C
  -8, 0.1, -11, -7, -23, 12, ., 7, -0.8
30. CN(CCNC(=O)c1cc2c(=O)n(C)c3ccccc3c2n1C)Cc1ccccc1
  14, 0.7, 17, -10, 21, -11, -28, 13, -0.7

3 compounds out of the list above, ordered by their value in HTR1E agonist, high to low.
No.	mol	HTR1E agonist
26	Cc1csc(NC(=O)CSc2ncnc3c2cnn3-c2ccccc2Cl)n1	0.3
16	CCN(CC)S(=O)(=O)c1ccc2c(c1)nc(SCc1nc3ccsc3c(=O)[nH]1)n2CC	-0.1
23	CCN(CC)S(=O)(=O)c1ccc(F)cc1	-0.6

Going on with the list.
Under each structure – RORa activator, HTR1E agonist, SF1 activator, HTR1E antagonist, tolC growth inh, 5HT1a antag, S1P1 ag pot, AP ELISA ortho, S1P3 agonist
31. CCCC(=O)c1ccc(N2CCOCC2)c(F)c1
  14, 0.1, 27, -6, 4, -17, ., 5, -0.8
32. CCOC(=O)C1CCCN(C(=O)c2ccc(CS(=O)(=O)c3ccc(Br)cc3)o2)C1 (centres undefined)
  0, 0.9, 20, -4, 0, -6, 15, 1, -0.9
33. C=CCn1c(SCCCc2ccccc2)nc2c1c(=O)[nH]c(=O)n2C
  3, 1.0, 9, -5, 32, -32, -46, -1, -0.8
34. Cc1cccc(OCc2nc(C)cc(=O)[nH]2)c1
  12, -0.3, 9, 8, 9, ., -17, ., -1.7
35. O=C(NCc1ccco1)c1ccc(COCC(F)(F)C(F)F)cc1
  6, 0.0, -5, 0, 5, 9, -45, 8, -0.7
36. CCOC(=O)c1c(C)[nH]c2cc(Br)c(OC)cc12
  16, -0.1, 19, 14, 1, 36, ., 15, .
37. CCc1nccn1S(=O)(=O)c1ccc(C)c(C)c1
  2, -0.8, -7, -3, -18, -9, -16, 0, -0.8
38. O=C(CSc1nc(O)c(C2CCCCC2)c(=O)[nH]1)NCC1CCCO1 (centres undefined)
  -16, -0.9, 3, 3, 3, 6, -8, 14, -0.7
39. CCn1c(=O)cc(OCC(=O)Nc2cc(C)ccn2)c2ccccc21
  -10, -0.3, -21, 1, 13, 2, -2, 1, 0.7
40. COc1ccc(N2C(=O)C3CCCN3C2c2ccc(Cl)cc2)cc1 (centres undefined)
  -7, 0.2, -4, 5, 2, 10, -14, 23, -0.4
41. CCCCCCc1ccc(OCC(=O)O)cc1OCC(=O)O
  10, -0.8, -2, 6, -19, 8, 10, 25, -1.2
42. Cc1cc(C(=O)CSc2nnc(-c3ccccc3F)o2)c(C)n1Cc1cccs1
  3, -0.9, -4, 9, 34, 6, ., 11, .
43. CC1CCN(c2nc(-c3ccc(F)cc3)cc(C(F)(F)F)n2)CC1
  -10, -0.3, 0, -1, -1, -7, ., -1, .
44. Cc1oc(-c2ccc(Cl)cc2)nc1CN1CCC(C(=O)N2CCN(Cc3ccccc3)CC2)CC1
  -6, 0.6, -4, -1, 18, 3, 29, 1, -1.7
45. COc1ccccc1C1C=C(c2ccc(Cl)cc2)Nc2nc(N3C(=O)CCC3=O)nn21 (centres undefined)
  -8, 1.0, -12, 7, -9, -10, -9, 11, -0.7
46. O=C(CSc1nc2ccc(S(=O)(=O)N3CCOCC3)cc2[nH]1)N1CCOCC1
  15, 0.2, -12, 2, -27, 4, ., 2, .
47. O=C1OC2(CCCCC2)OC(=O)C1=CNc1nccs1
  -6, -0.3, 11, -3, -16, -7, -32, 8, 0.1
48. O=C(Nc1nc(-c2ccc3c(c2)OCO3)cs1)C1COc2ccccc2O1 (centres undefined)
  -15, -1.0, -4, 12, 55, -2, -2, 6, -0.5
49. Cn1c(=O)n(C)c(=O)n(CC(=O)N2CCCCC2)c1=O
  -3, -0.2, -6, -5, -13, 6, ., 9, -0.8
50. COc1ccc(C(=O)N2CCN(c3ccc(C)c(C)c3)CC2)cc1OC
  -2, 0.7, 21, -13, 3, -1, -11, 31, -0.1
51. COc1ccc(-n2nnc3c(SCC(=O)N4CCCc5ccccc54)ncnc32)cc1
  -10, -0.9, -14, 4, -15, -2, 0, 10, -0.5
52. CC(=O)Nc1nnc(C)s1
  -23, 0.3, -2, -3, -14, -2, -2, 11, -1.0

Assay outcomes as filed in PubChem BioAssay.
